Screening data deposited in PubChem BioAssay by several laboratories.
ER stress rescue – rescue of cells from ER stress-induced death, primary screen, 384-well, CSM14.1, thapsigargin, ATP luminescence (AID 1222) | CSM14.1 thapsigargin-induced death rescue, ATP luminescence; higher % means a stronger effect | cellular ATP content (survival), % at 20 µM; hits with a dose series show EC50 in µM | 190,000 tested, under 10 active;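 active = EC50 below 50 µM in the dose-response confirmation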;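 note: death triggered by thapsigargin at about 15 µM added after 2 h compound pretreatment; cell ATP read after overnight thapsigargin exposure of roughly 18 to 22 hours; normalized against plate controls of thapsigargin alone and 5% DMSO vehicle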
Salmonella PhoP GFP – inhibitors of PhoP regulon expression, primary screen, Salmonella Typhimurium, GFP reporter (AID 1863); S. Typhimurium PhoP-regulated promoter GFP reporter, 4 h; higher % means a stronger effect; one-dose inhibition, % at 50 µM; IC50 in µM for titrated hits; hit rate 0.16% among 300,000;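 active = inhibition over 29.93%, a cutoff 3 SD above the screen mean, later confirmed by dose response; inconclusive = inhibition over 29.93% but no dose response follow-up; inactive = inhibition at most 29.93% or unconfirmed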;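 note: 0% = low Mg2+ inducing control and 100% = high Mg2+ repressing control; strong numbers were not always called active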
PMI inhibition – human PMI inhibitors, high substrate, primary screen, biochemical, fluorescence intensity, high mannose 6-phosphate (AID 1220); hit rate 0.66% among 190,000; one-dose inhibition, % at 20 µM; IC50 in µM for titrated hits; Mannose-6-phosphate isomerase (Homo sapiens); recombinant PMI enzyme, coupled fluorescence intensity; higher % means a stronger effect
West Nile antiviral – West Nile virus antiviral activity, cell-based, CPE readout (AID 1621); one-dose CPE inhibition, % at 10 µM; IC50 in µM for titrated hits; hit rate 0.02% among 290,000; West Nile virus-infected cells, CPE inhibition; higher % means a stronger effect; in the data active = a potency from the dose series; inconclusive = CPE inhibition mostly from about 3.7% at the one dose, without a potency; inactive = the rest, 99 in 100 with CPE inhibition below about 2.2%; note: strong numbers were not always called active
human PMI inhibition – inhibitors of human PMI, primary screen, biochemical, fluorescence intensity, coupled assay (AID 1209); Mannose-6-phosphate isomerase (Homo sapiens); purified PMI enzyme, coupled fluorescence intensity; higher % means a stronger effect; inhibition, % at 20 µM; hits with a dose series show IC50 in µM; hit rate 0.42% among 190,000;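 note: plate controls were DMSO vehicle for no effect and wells lacking substrate for full effect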
TNAP activation fold – human TNAP enzyme activators, primary screen, biochemical, luminescent, no phosphate acceptor, uHTS (AID 1001); purified TNAP, luminescent activation assay, no phosphate acceptor; higher activation fold means a stronger effect; hit rate 0.03% among 200,000; activation fold at 20 µM; hits with a dose series show EC50 in µM; in the data active = activation fold from about 3, or a potency from the dose series; inactive = the rest, 99 in 100 with activation fold below about 1.6; note: many of its hits are not listed in these tables
Ins promoter up – insulin promoter activators in MIN6 cells, imaging, high-content screening, mouse beta cells. MIN6 insulin promoter-GFP reporter; hits give high values. z-score at 5 µM. hit rate 0.3% among 190,000. AID 1625, 2009;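 active = z-score above 3 at 5 µM with at least 500 cells counted in the well; inconclusive = wells under 500 cells, flagged as cytotoxic or low count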
RSV antiviral HEp-2 – RSV antiviral activity via CPE protection, HEp-2 cells, primary 10 µM value included (AID 2391). HEp-2 cells, RSV-induced CPE inhibition; higher % means a stronger effect. hit rate 0.13% among 310,000. CPE inhibition, % at 10 µM, or IC50 in µM where a hit was titrated; in the data active = a potency from the dose series; inconclusive = CPE inhibition mostly from about 23% at the one dose, without a potency; inactive = the rest, 99 in 100 with CPE inhibition below about 21%; note: strong numbers were not always called active
Large T inhibition – SV40 large T antigen inhibitors, biochemical (AID 1903) | SV40 large T antigen ATPase/helicase inhibition assay; higher % means a stronger effect | one-dose inhibition, % at 20 µM; IC50 in µM for titrated hits | hit rate 0.39% among 310,000; in the data active = a potency from the dose series; inconclusive = inhibition mostly from about 32% at the one dose, without a potency; inactive = the rest, 99 in 100 with inhibition below about 32%; note: strong numbers were not always called active
Ins promoter up cell count – further read-out of Ins promoter up, marked with its call; cell count; measured here: cytotoxicity, nuclei count;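 total cells summed across four imaged fields per well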
* hit, by the source's call; ? = inconclusive; / = not tested or not shown; & = joins results of further samples. Cut-off read from the data, not from the text of the source, unless noted: active = inhibition above about 50%; inactive = the rest. Not a hit list; any-hit rate near 1.5%.

SMILES	ER stress rescue	Salmonella PhoP GFP	PMI inhibition	West Nile antiviral	human PMI inhibition	TNAP activation fold	Ins promoter up	Ins promoter up cell count	RSV antiviral HEp-2	Large T inhibition
CC(=O)N1CCN(c2ccc(NCc3cccs3)cc2)CC1	-2.5%	4%	4%	-0.2%	6%	1.1	-0.28	1197	0.8%	?
COc1cccc(C2N(c3cccc(Cl)c3)C(=O)C3CCCN32)c1 (centres undefined)	0.7%	1%	13%	0.0%	6%	1.2	-0.77	1015	1.5%	0%
Cc1ccc(CNc2nc(N)c([N+](=O)[O-])c(Nc3ccc(F)cc3)n2)cc1	-0.5%	-3%	6%	-0.5%	4%	1.1	-0.05	1445	-0.6%	-1%
O=C(CNC(=O)N1CC(=O)Nc2ccccc21)NCc1ccc(Cl)cc1	/	-3%	/	-0.4%	/	/	/	/	2.2%	9%
CCN1CCC(C(N)=O)CC1	-1.3%	-7%	1%	0.5%	2%	1.1	0.87	805	-0.2%	13%
CC(=O)c1sc(NC(=O)c2cccnc2Cl)nc1C	1.1%	-8%	2%	-0.5%	4%	1	-0.72	1463	1.2%	1%
Cc1ccc2oc(=O)c3cnn(CC(=O)N4CCN(c5ccccc5)CC4)c3c2c1	-0.6%	5%	2%	0.5%	6%	1.2	-0.3	849	1.8%	12%
Cc1cc(=O)oc(C)c1C(=O)NC1CCCCCCC1	/	-2%	2%	0.9%	-9%	1	-0.08	1328	0.3%	1%
COc1ccc(OC)c(NC(=O)Nc2nnc(N3CCCCC3C)s2)c1 (centres undefined)	/	-15%	/	-0.3%	/	/	0.83	1065	4.1%	19%
CCOC(=O)c1ccc(NC(=O)CCS(=O)(=O)c2cccc3nonc23)cc1	/	4%	/	1.0%	/	/	/	/	4.6%	4%
CSc1ccc(C(=O)N2CCc3ccc(NC(=O)c4ccccn4)cc3C2)cc1	/	15%	/	0.1%	/	/	/	/	20%	5%
CCOC(=O)C1CCN(C(=O)CSc2ccccc2)CC1	1.1%	5%	1%	-0.4%	6%	1	0.08	1260	1.1%	-1%
COc1ccc(-c2cc3nc(-c4ccccc4)cc(N4CCC5(CC4)OCCO5)n3n2)cc1	0.6%	1%	0%	-0.4%	5%	1.1	0.71	1089	8.8%	4%
Cc1oc(-c2ccccc2F)nc1CS(=O)(=O)CC(=O)NC1CCCC(C)C1C (centres undefined)	/	-9%	/	-1.0%	/	/	/	/	16%	4%
FC(F)(F)c1ccc(-c2n[nH]c(=S)o2)nc1	/	-11%	/	0.1%	/	/	-0.23	1460	1.4%	23%
CCCCCOC(=O)C1=C(C)NC(=O)NC1c1ccccc1OCC (centres undefined)	0.0%	-3%	15%	-0.5%	14%	1	0.77	1397	11%	10%
COc1ccc(O)c(-c2cc(-c3ccc(F)cc3)n[nH]2)c1	/	8%	/	-1.2%	/	/	/	/	9.3%	3%
O=P(c1ccc2c(c1)OCCO2)(N1CCOCC1)N1CCOCC1	-0.3%	-16%	16%	-0.3%	8%	1.1	0.74	905	1.6%	16%
CCc1c(C(C)S(=O)(=O)c2ccccc2)[nH]c(=O)n1CC (centres undefined)	1.0%	5%	17%	-0.1%	-38%	1.1	0.54	1603	1.1%	7%
CS(=O)(=O)/C(C#N)=C\c1cnc(S(=O)(=O)c2ccccc2)s1	/	-3%	/	?	/	/	/	/	?	?
COCCNC(=O)c1cc2cc(Cl)cc(Cl)c2oc1=O	-1.1%	-2%	-5%	0.7%	-3%	1.1	0.19	1507	0.2%	9%
COc1cccc(C=Nc2ccc(N3CCOCC3)cc2)c1O	/	10%	/	-0.7%	/	/	/	/	-0.5%	4.1µM*
Cc1ccc2oc(/N=C(\N)NC(=O)C(C)(C)C)nc2c1	/	-7%	/	0.1%	/	/	-0.26	1230	0.6%	4%
O=C(NCc1cccnc1)c1cccc2c1C(=O)N(C1CCCCC1)C2	1.2%	-10%	4%	/	-5%	1	-0.26	1272	2.0%	12%
Cc1cc2cc(CN(CCCO)S(=O)(=O)c3cccc4nsnc34)c(=O)[nH]c2cc1C	-1.5%	-1%	0%	0.2%	-6%	1	0.65	1198	-0.1%	23%
Cc1cc(N2C(=O)C3CC=CCC3C2=O)no1 (centres undefined)	-5.1%	5%	1%	-0.1%	0%	1.1	/	/	-0.5%	8%
CC1=C(C)C(=O)C(CCCCC#CCCCC#CCO)=C(C)C1=O	0.4%	3%	20%	0.4%	-14%	1	/	/	?	?
COc1ccc(/C=N\NC(=O)c2cccc([N+](=O)[O-])c2)cc1Cn1cc([N+](=O)[O-])cn1	0.6%	2%	1%	-1.2%	10%	1.1	-0.18	1342	4.3%	-2%
CCOC(=O)c1nnc2cc(-c3ccccc3)nn2c1C	-1.3%	-9%	14%	-0.2%	11%	1	0.2	1043	39%	10%
CCOC(=O)N1CCN(S(=O)(=O)c2cc(Br)cc3c2N(C(C)=O)C(C)C3)CC1 (centres undefined)	-0.9%	-1%	12%	-0.6%	9%	1.1	0.46	1867	1.2%	4%

Large T inhibition: what is marked active above.
| compound | Salmonella PhoP GFP | PMI inhibition | West Nile antiviral | human PMI inhibition | TNAP activation fold | RSV antiviral HEp-2 | Large T inhibition |
| --- | --- | --- | --- | --- | --- | --- | --- |
| COc1cccc(C=Nc2ccc(N3CCOCC3)cc2)c1O | 10% | / | -0.7% | / | / | -0.5% | 4.1µM* |

An excerpt from above, limited to RSV antiviral HEp-2:
Structure	RSV antiviral HEp-2
Cc1cc2cc(CN(CCCO)S(=O)(=O)c3cccc4nsnc34)c(=O)[nH]c2cc1C	-0.1%
Cc1cc(N2C(=O)C3CC=CCC3C2=O)no1 (centres undefined)	-0.5%

Following part
SMILES	ER stress rescue	Salmonella PhoP GFP	PMI inhibition	West Nile antiviral	human PMI inhibition	TNAP activation fold	Ins promoter up	Ins promoter up cell count	RSV antiviral HEp-2	Large T inhibition
CC(C)c1ccc(N(CC(=O)NC2CCCC2)C(=O)CCC(=O)Nc2nccs2)cc1	/	-6%	/	-1.6%	/	/	/	/	7.6%	18%
COc1ccccc1-n1c(SCC(=O)NC(C)(C)C)nc(O)cc1=O	-0.5%	12%	5%	-0.3%	4%	1.1	0.02	1207	1.0%	17%
Cc1ccc(-n2nc3c(=O)n(CCCC(=O)NCc4cccc(Cl)c4)nc(C)c3c2C)cc1	/	3%	/	-0.6%	/	/	/	/	55%	6%
Cc1c(NC(=S)NC(=O)c2cccc3ccccc23)cccc1C(=O)O	/	-5%	/	0.4%	/	/	/	/	0.0%	25%
O=C(CN(Cc1ccco1)C(=O)CNS(=O)(=O)c1ccccc1)NCc1ccccc1	/	-7%	8%	0.1%	14%	1.1	/	/	0.5%	2%
COc1cccc2oc3ccc(C#Cc4ccccn4)cc3c(=O)c12	/	-17%	/	-1.0%	/	/	/	/	-1.1%	10%
COc1ccc(CN2C(=O)c3cccnc3C2=O)cc1S(=O)(=O)N1CCOc2ccccc21	/	-5%	/	0.9%	/	/	/	/	0.3%	9%
CCN(CC)C(=O)CC(c1ccc(OC)cc1)c1c(OC)cc(OC)c2ccc(=O)oc12 (centres undefined)	/	9%	/	-0.7%	/	/	/	/	1.3%	11%
Cc1ccc(NC(=O)N/C=C/c2ccco2)cc1C	-1.5%	1%	-18%	-0.1%	-17%	1.2	0.3	1554	6.8%	19%
CCCCNCc1ccc(SC)cc1	-1.3%	3%	2%	-0.6%	0%	1.1	0.29	1566	1.4%	15%
O=C(Nc1nc2ccc([N+](=O)[O-])cc2s1)c1ccncc1	/	-5%	/	-0.7%	/	/	-0.5	1084	13%	21%
Cc1nc(C)c(NC(=O)OC(C)C)cc1NC(=O)OC(C)C	-0.5%	-1%	15%	-0.3%	2%	1.1	0.57	1410	1.7%	7%
CC(=O)Nc1cccc(OCC(=O)NCCC2=CCCCC2)c1	-0.7%	2%	-7%	0.0%	-5%	1	0.13	1198	1.2%	4%
Cn1cc(Cl)cc(C(=O)Nc2ccccc2)c1=O	/	9%	/	-1.2%	/	/	/	/	5.0%	4%
Cc1ccc(S(=O)(=O)N2c3ccccc3OCC2c2ccccc2)cc1 (centres undefined)	-0.6%	5%	5%	1.9%	4%	1	-2.8	576	2.4%	/
CSCCC(NC(=O)COc1ccccc1)C(=O)NCCOc1ccc(C)cc1 (centres undefined)	/	-6%	/	-1.0%	/	/	/	/	0.8%	9%
c1ccc(-c2nc3c(ccc4ccccc43)[nH]2)nc1	-4.3%	8%	16%	0.3%	6%	1.1	/	/	2.9%	25%
O=C(NC1CCCCC1)C(c1ccccc1F)N(Cc1ccco1)C(=O)c1ccccn1 (centres undefined)	/	-2%	/	-1.4%	/	/	/	/	1.7%	5%
O=C(NCC(O)c1ccccc1)c1ccccc1 (centres undefined)	/	-9%	/	0.5%	/	/	0.53	1413	0.7%	5%
CC1CC(Nc2ccccc2)=CC(=O)O1 (centres undefined)	1.0%	-6%	2%	0.4%	8%	1	/	/	1.1%	10%
O=[N+]([O-])c1ccc(SCCc2ccncc2)cc1	/	-3%&0%	/	-0.1%&0.3%	/	/	-0.1&-0.72	1415&1232	3.0%	29%&29%
O=c1c2ccccc2nc(/C=C/c2c[nH]c3ccccc23)n1-c1ccc([N+](=O)[O-])cc1	-2.7%	4%	-4%	0.9%	-2%	0.9	-0.22	1267	2.2%	4%
O=C(C1CCCN(S(=O)(=O)c2cccc3nsnc23)C1)N1CC=C(c2ccccc2)CC1 (centres undefined)	1.5%	-2%	40%	0.2%	16%	1	-0.32	1613	10%	5%
COC(=O)c1c(C)nn(-c2ccccc2)c1-n1cccc1	-1.6%	11%	-6%	-0.8%	-2%	1.1	-0.1	930	0.5%	8%
CCOC(=O)c1cc(-c2ccccc2)sc1NC(=O)COC	-0.5%	5%	1%	-0.1%	5%	1	-0.05	1451	4.8%	20%
COc1ccc(C(CC(=O)c2ccc(C)cc2)C(C#N)C#N)cc1OC (centres undefined)	-1.8%	-3%	-2%	1.0%	6%	1	-0.34	1259	-0.9%	11%
O=C(COC(=O)[C@@H]1CCCN1S(=O)(=O)c1ccccc1F)Nc1ccc(OC(F)F)cc1	-2.6%	-1%	10%	1.3%	10%	1.1	0.73	1253	-2.0%	3%
CC(=O)Nc1ccc2c(c1)CCCC2	/	-4%	/	1.3%	/	/	-0.43	1371	0.9%	8%
Fc1ccc(C2=CC(c3ccco3)n3ncnc3N2)cc1 (centres undefined)	-0.2%	-35%	-54%	-0.9%	-42%	1.1	0.43	1309	1.9%	18%
CC(C)OC(=O)CSc1ncnc2c1cnn2-c1ccccc1	-1.7%	0%	-17%	-0.5%	-11%	1	-1.2	732	0.8%	17%
O=C(CSc1ncc(-c2ccc(F)cc2)n1Cc1ccco1)Nc1nccs1	-1.4%	-6%	10%	-0.9%	8%	1	1.4	939	-1.1%	12%
Cc1cc(Cl)cc(C)c1OCCCCN1CCOCC1	-1.3%	3%	4%	-0.5%	0%	1.1	-0.33	1964	-2.3%	6%
